GalR3 antagonist: GalR3 antagonists in HEK293 cells, primary screen, cell-based, fluorescence readout; HEK293 GalR3-CNG cAMP membrane potential fluorescence; galR3 body fused to GalR1 C-terminus; inhibition, % at 3 µM; actives 0.44% (n = 360,000); AID 651719, 2012;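 active means inhibition above the screen-wide average plus 3 SD, cut at about 13% in these data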;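 further: forskolin and galanin both at EC90 stimulate the cells; cAMP rise reported by CNG channel membrane potential dye signal; 0% = forskolin plus galanin with DMSO and 100% = forskolin alone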
Target sequence (O60755 1-299 limits assumed): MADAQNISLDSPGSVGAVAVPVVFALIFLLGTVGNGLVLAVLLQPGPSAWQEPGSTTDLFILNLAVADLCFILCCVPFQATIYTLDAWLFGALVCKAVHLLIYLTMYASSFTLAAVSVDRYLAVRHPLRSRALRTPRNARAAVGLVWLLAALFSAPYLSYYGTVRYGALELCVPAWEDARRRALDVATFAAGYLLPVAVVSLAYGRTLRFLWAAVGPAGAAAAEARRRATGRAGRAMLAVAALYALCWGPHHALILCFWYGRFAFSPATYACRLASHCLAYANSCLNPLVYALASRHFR
IDE cell inh: human IDE inhibitors in live cells, primary screen, fluorescence polarization, HEK cells, FAbetaB substrate | Insulin-degrading enzyme (Homo sapiens), P14735 | FAbetaB cleavage | inhibition, % at 5.59 µM | actives 0.41% (n = 320,000);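 active means percent inhibition above the average of all tested compounds plus 3 SD, set per screening campaign, cut at about 16% in these data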;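 further: IDE supplied by intact live HEK cells; FP after avidin binding of uncleaved biotin substrate so inhibition keeps polarization high; 0% = DMSO wells and 100% = 60 µM reference IDE inhibitor Ii1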
IMP-1 inh: IMP-1 metallo-beta-lactamase inhibitors, primary screen, biochemical, epi-absorbance readout, Pseudomonas aeruginosa enzyme | metallo-beta-lactamase IMP-1 (Pseudomonas aeruginosa) | purified IMP-1, nitrocefin hydrolysis, epi-absorbance fluorescence | inhibition, % at 5.6 µM | actives 0.45% (n = 290,000) | AID 1556, 2009;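 active means inhibition above the mean plus 3 SD of all compounds in the same screening run, cut at about 4.5% in these data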;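 further: 0% = IMP-1 with DMSO and 100% = DMSO wells lacking enzyme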
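System – purified recombinant IMP-1 beta-lactamase · Input – IMP-1 dispensed at 0.2 nM · Timing – 15 min preincubation plus 25 min reaction at 25 °C · Signal – Epi-absorbance fluorescence, 480 nm excitation, 530 nm emission · Measure – percent IMP-1 inhibition derived from blank-referenced optical density · Controls – Enzyme-plus-DMSO low control, enzyme-free DMSO high control · Replication – singlicate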
SUMO HTRF inh: inhibitors of in vitro SUMOylation cascade, primary screen, biochemical, HTRF, uHTS | SUMO-conjugating enzyme UBC9 (Homo sapiens), P63279 | HTRF SUMOylation assay, SAE1/SAE2 + UBC9 | inhibition, % at 35 µM | actives 0.36% (n = 290,000); in the data active means inhibition above about 50%, passing the limit was not always enough; further: strong numbers were not always called active
Target sequence (P63279 whole entry, looked up): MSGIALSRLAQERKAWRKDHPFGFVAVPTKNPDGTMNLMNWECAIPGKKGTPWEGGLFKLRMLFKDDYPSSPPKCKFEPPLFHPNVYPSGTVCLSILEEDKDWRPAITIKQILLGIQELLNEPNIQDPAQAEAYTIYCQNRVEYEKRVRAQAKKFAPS
IDE cell activ: human IDE activators in live cells, primary screen, fluorescence polarization, HEK cells, FAbeta-B substrate. Insulin-degrading enzyme (Homo sapiens), P14735. FAbeta-B cleavage; 0% vehicle, 100% cell-free pure enzyme wells. activation, % at 5.96 µM. actives 0.073% (n = 340,000);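 active means activation above the mean of all tested compounds plus 3 SD, set per screening campaign, cut at about 17% in these data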
CRFR2-BP antag: antagonists of CRF-BP/CRF-R2 complex, primary screen, cell-based, HEK293, calcium dye fluorescence, uHTS; actives 0.59% (n = 350,000); inhibition, % at 11.8 µM; CRF-induced calcium fluorescence;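 active means inhibition of the ligand-induced calcium signal above about 50% at the single tested concentration, limit read from the data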
pCIP destab: p/CIP-EGFP fusion destabilizers, primary screen, fluorescence, F442A cells | Q05BA5 | 16 h | decrease of EGFP signal, % at 10 µM | actives 0.01% (n = 290,000);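 active means EGFP signal decrease of at least 30% at 10 µM or well 3 SD below plate mean, unless failing retest; inactive means the rest, including hits failing retest or dose response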; further: some compounds called inactive have numbers as strong as hits; many of its hits are not listed in these tables
VIM-2 inhibitor: VIM-2 metallo-beta-lactamase inhibitors, primary screen, biochemical, epi-absorbance readout, Pseudomonas aeruginosa enzyme; actives 0.89% (n = 290,000); AID 1527, 2009; purified VIM-2, nitrocefin hydrolysis, epi-absorbance fluorescence; inhibition, % at 5.6 µM;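 active means inhibition above the mean of all tested compounds plus 3 SD, cutoff set per screening run, cut at about 7.5% in these data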;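 further: red hydrolysis product quenches plate fluorescence so inhibitors raise well fluorescence; 0% = enzyme with DMSO and 100% = DMSO without enzyme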
NS3 helicase inh: inhibitors of HCV NS3 helicase, primary screen, biochemical, Cy5 molecular beacon fluorescence. NS3 helicase DNA unwinding. inhibition, % at 10.9 µM. actives 0.56% (n = 290,000);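 active means inhibition above the mean of all tested compounds plus 3 SD, set per campaign, cut at about 35% in these data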;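 further: 0% = DMSO wells and 100% = thioflavine S control wells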
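Measured by: Cy5 fluorescence, 0 and 60 min reads / Assay system: NS3 helicase fragment of HCV / Control set: low DMSO, high thioflavine S at 110 µM / Times: 1 h reaction at 25 °C, ATP-initiated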
* marks the source's active call; other numbers are inactive results; x = no result given.

GalR3 antagonist	IDE cell inh	IMP-1 inh	SUMO HTRF inh	IDE cell activ	CRFR2-BP antag	pCIP destab	VIM-2 inhibitor	NS3 helicase inh	molecule
5	4	-1.9	7	13	7	3	-0.4	-4	CNC(=S)NCc1ccc2[nH]c(C)cc2c1
-4	4	x	28	0	2	-14	x	x	COc1ccc(C(CC(=O)N2CCOCC2)c2c(OC)cc(OC)c3ccc(=O)oc23)cc1 (stereo not drawn)
-3	-1	x	x	2	27	x	x	x	O=C(COc1coc(CN2CCN(c3ccccc3)CC2)cc1=O)Nc1ccc(F)cc1
2	12	x	x	3	2	x	x	x	NC(=O)C1CCN(C(=O)c2ccc(Cl)c(S(=O)(=O)N3CCCCCC3)c2)CC1
-3	-1	x	x	1	12	x	x	x	CCCCn1c(N)c(N(CCOC)C(=O)c2ccc(-n3c(C)ccc3C)cc2)c(=O)[nH]c1=O
-4	0	-1.8	8	-1	0	0	-1.1	2	CCN(CC)S(=O)(=O)c1ccc(C)c(NC(=O)Cn2c(=O)cnc3ccccc32)c1
-3	-10	-1.8	-10	8	-18	-6	-2.7	-6	O=C(CCc1ccccc1)NC(=S)Nc1ccc(S(=O)(=O)N2CCOCC2)cc1
2	-1	-2.5	5	7	2	-3	-2.0	7	CC1CCN(S(=O)(=O)c2ccc3c(c2)c(=O)c(C(=O)N2CCOCC2)cn3C)CC1
3	0	-1.4	10	5	13	0	-2.0	-2	O=C(O)CCCn1cc(NC(=O)COc2ccccc2)cn1
-5	-3	-1.8	6	-1	17	-13	-1.5	8	CCN1CCN(C(=O)Nc2ccccc2OC)CC1
-1	2	-0.6	26	5	-10	-1	-2.6	4	CCOC(=O)c1sc(C(=O)OCC)c(OCCO)c1OCCO
-6	2	-5.1	8	8	-21	-1	-2.8	-2	O=C(C1Cc2ccccc2CN1S(=O)(=O)c1ccc(F)cc1)N1CCCCC1 (stereo not drawn)
-6	1	-2.4	-9	3	-92	0	-2.5	0	CSc1ccccc1NC(=O)COc1ccc(Cl)cc1Cl
-3	10	-2.0	8	x	14	-3	-3.3	3	O=C1/C(=C/c2cccnc2)SC(=S)N1Nc1ccccc1
-6	-4	0.9	-3	-3	-16	-4	-0.3	1	CC(C)(C)SCCNC(=O)COc1ccc(Cl)cc1
-2	2	-1.7	-6	1	-8	3	-0.2	-3	Cn1c(CC(=O)Nc2ccccc2)cc2ccccc21
-4	1	-3.6	27	3	21	0	-2.0	2	O=CNn1cnc2c(oc3nc(-c4ccccc4)cc(-c4ccco4)c32)c1=O
-4	4	-2.0	9	3	5	2	-1.3	1	CC(=O)c1ccc(C(=O)Nc2ccc(N3CCOCC3)cc2)cc1
0	-2	-1.5	17	2	1	-3	-0.4	-6	C=CCNC(=S)N1CCN(CCNC2=CC(=O)CC(C)(C)C2)CC1
-4	-7	-3.9	32	-1	-16	-7	19*	18	Cc1nc(C)c(/C(O)=C/c2nc3ccccc3oc2=O)s1
6	-2	-2.7	8	-5	-8	2	1.5	1	COc1ccc(-c2nnc3ccc(SCC(=O)N4CCCCC4)nn23)cc1OC
-3	5	-1.9	-46	-3	-9	-7	1.5	-31	c1ccc(CCNc2nc(-c3ccccn3)nc3ccccc23)cc1
-1	-2	-3.8	8	8	-4	3	-0.9	0	CCOC(=O)Cn1ccc(NC(=O)COc2ccc(F)cc2F)n1
-2	0	x	x	6	5	x	x	x	NC(=O)C1CCN(C(=O)C2CC(=O)N(Cc3ccccc3)C2)CC1 (stereo not drawn)
2	-2	-1.7	4	-3	19	0	-1.4	-10	CCOc1ccccc1C(=O)Oc1cc(C)[nH]c(=O)c1[N+](=O)[O-]

The final 3 entries of the part above are carried over, then new ones follow.
GalR3 antagonist	IDE cell inh	IMP-1 inh	SUMO HTRF inh	IDE cell activ	CRFR2-BP antag	pCIP destab	VIM-2 inhibitor	NS3 helicase inh	molecule
-1	-2	-3.8	8	8	-4	3	-0.9	0	CCOC(=O)Cn1ccc(NC(=O)COc2ccc(F)cc2F)n1
-2	0	x	x	6	5	x	x	x	NC(=O)C1CCN(C(=O)C2CC(=O)N(Cc3ccccc3)C2)CC1 (stereo not drawn)
2	-2	-1.7	4	-3	19	0	-1.4	-10	CCOc1ccccc1C(=O)Oc1cc(C)[nH]c(=O)c1[N+](=O)[O-]
-4	4	-4.4	x	3	3	x	-2.0	0	CCc1ccccc1NS(=O)(=O)c1ccc2[nH]cc(C(=O)NCc3ccco3)c(=O)c2c1
5	4	-1.3	19	7	-9	-17	0.5	5	Cc1[nH]c2ccc(C(=O)N3CCCC3)cc2c1C
5	4	-1.3	13	-3	19	-7	-3.0	16	O=C1N=C(N2CCCCC2)SC1=C1CCCCC1
-3	2	-2.6	33	-6	11	-17	-2.5	19	C=CCn1c(SCC(=O)NCCOC)nc2scc(-c3ccco3)c2c1=O
0	1	-0.9	17	5	-18	-12	-0.5	8	O=C(c1cccc(Cl)c1)N1CCN(c2ccccn2)CC1
-2	x	-3.1	15	0	-2	-4	-1.1	1	CCOc1ccccc1CN1CCNC(=O)C1CC(=O)N(C)Cc1nonc1C (stereo not drawn)
-5	2	-3.5	-7	-11	-4	7	-2.4	-4	O=C(CSc1n[nH]c(-c2cccs2)n1)N1CCN(S(=O)(=O)c2ccc3ccccc3c2)CC1
-6	6	0.3	-12	-3	-1	2	-2.7	-16	Cc1cccc(C(=O)N2CCC(=O)N(C(COCc3cccc(Cl)c3)Cc3ccccc3)CC2)c1 (stereo not drawn)
x	2	2.2	15	-6	-13	-2	2.7	5	CCC(Sc1nc2c(cnn2-c2ccccc2)c(=O)[nH]1)C(=O)OC (stereo not drawn)
-3	1	-3.2	4	2	8	-12	0.4	8	O=C(COC(=O)c1ccccc1Nc1ccccc1)NCc1ccco1
-6	0	-3.4	16	-1	25	-6	-5.2	-12	Cc1nc2sc3c(c2c(=O)n1NC(=O)CCBr)CCCC3
2	8	-4.3	-34	x	x	-3	-5.9	2	Cc1ccc(Cc2cnc(NC(=O)C3=NCCN3)s2)cc1
-3	1	x	x	-4	0	x	x	x	CC(C)(C)n1ncc2c(=O)n(Cc3cc(F)c(Cl)cc3Cl)cnc21
-5	0	x	x	-2	3	x	x	x	Cc1ccsc1C(=O)NC1CCCCC1C (stereo not drawn)
-5	3	-2.5	8	-3	-15	-3	-1.2	-4	O=C(Nc1cccc(F)c1)c1ccc(S(=O)(=O)N2CCCCC2)cc1
-6	1	-1.8	-24	-1	-12	0	1.5	-22	CCC(C)Nc1nc(-c2cccc(OC)c2O)nc2ccccc12 (stereo not drawn)
-5	4	x	x	8	-2	x	x	x	Cc1noc(C)c1NC(=O)N(C)C[C@@H]1Oc2ccc(NS(=O)(=O)c3c(C)noc3C)cc2C(=O)N([C@H](C)CO)C[C@H]1C
0	-2	-3.9	-5	2	-14	8	-2.1	2	CCOC(=O)c1c(NC(=O)COc2cccc3c2CCN(CC)C3=O)sc2c1CCC2
4	-2	0.3	-18	7	-1	-4	-1.0	-10	O=C(CN1CCN(S(=O)(=O)c2ccc(Br)cc2)CC1)Nc1ccc2c(c1)OCO2
-2	4	-1.0	21	2	6	3	-2.6	-1	O=C(Nc1cccc([N+](=O)[O-])c1)c1ccc2snnc2c1
7	6	-2.7	2	2	5	-7	-1.0	-5	O=C(CSc1nnc(-c2ccncc2)o1)NC1CCCCC1
-4	5	-4.6	x	-3	-1	x	-1.0	4	COc1ccc(C(=O)Nc2ccccc2N2CCOCC2)cc1Br
0	-1	-1.2	-5	2	-1	4	-3.5	37*	Cc1ccc(-c2csc(/C(C#N)=C(\O)CN3CCN(C(=O)c4ccco4)CC3)n2)cc1
5	-2	-2.7	3	5	-18	-20	-1.7	11	O=C(c1ccc(Br)cc1)c1cc([N+](=O)[O-])ccc1N1CCCCC1
-7	0	-3.3	4	1	-11	-6	-3.2	4	O=C(NNC(=S)Nc1ccccc1C(F)(F)F)c1cccnc1
0	9	-3.7	12	5	-28	-2	-7.0	-62	Cc1cccc(-c2nc(CN3CCCC(C(=O)NC4CCCCCC4)C3)c(C)o2)c1 (stereo not drawn)
-7	7	0.2	-8	-5	-18	-10	-0.9	2	Cc1cc(SCC(=O)N2CCC(c3noc4ccc(F)cc34)CC2)nc2ccccc12
-5	3	-0.3	14	1	38	-10	1.4	4	CN(C)c1nc(N(C)C)nc(N2CCCCC2)n1
-5	x	6.2*	8	2	-3	-4	0.9	21	O=C(O)c1cccc(Nc2nc(-c3cc4ccccc4oc3=O)cs2)c1
-2	2	-1.4	8	2	16	0	0.8	12	COc1ccc(/C(C)=C2/SC(=S)N(CCC(=O)O)C2=O)cc1
-1	-2	0.2	24	-1	0	-15	0.2	-9	Cc1nc2sc(C(=O)Nc3ccccc3Cc3ccccc3)c(C)c2c(=O)[nH]1
0	-5	-1.0	20	1	-4	3	-0.2	-4	Cc1ccc(NC(=O)Nc2nnc(-c3ccccc3F)s2)cc1
0	-1	-1.5	-12	3	-4	8	1.1	2	CN(C)C(CNC(=O)c1ccc(C(F)(F)F)cc1)c1ccco1 (stereo not drawn)
3	-3	-1.5	8	3	9	-1	-3.4	-6	CC(C)[C@H](N)c1nnc(SCc2ccc(Cl)cc2)o1
-7	-3	-3.3	21	-2	14	-3	-3.0	-3	CC(C)C[C@H](NC(=O)CCCn1nnc2ccccc2c1=O)C(=O)O
-7	4	-1.8	-5	4	-9	12	0.3	0	Cc1cccc2nc(-c3cccnc3)c(Nc3ccccc3)n12
-5	6	x	x	1	1	x	x	x	CCCOc1ccc(C(F)(F)F)cc1NC(=O)c1cc(C)on1
-6	0	-2.8	-11	x	11	8	-3.2	7	CCOC(=O)N1CCC(NC(=O)CCCC(=O)O)CC1
-4	0	-0.9	16	0	0	-7	2.6	-6	Cc1noc(C)c1CN1C(=O)c2cccc([N+](=O)[O-])c2C1=O
1	-3	-3.5	-7	7	4	0	-2.9	11	COc1ccccc1NC(=O)N(C1CCCC1)C1CCN(C(C)=O)CC1
-3	-1	-3.8	2	0	-1	3	-4.4	9	Cc1cc(C)n(CC(=O)c2ccccc2)c(=O)c1C#N
x	-2	-1.7	10	-2	-6	-1	-2.0	-7	Cc1cccc(C(=O)Nc2cccc(C(=O)Nc3cc(C)ccn3)c2)c1
0	-5	-3.4	19	2	9	-17	-2.8	-1	CCOC(=O)c1ccc(NC(=O)CSc2nnnn2CCCO)cc1

Single values from the results shown.
Under VIM-2 inhibitor, CCOC(=O)c1c(NC(=O)COc2cccc3c2CCN(CC)C3=O)sc2c1CCC2 is listed with -2.1
Under VIM-2 inhibitor, Cc1[nH]c2ccc(C(=O)N3CCCC3)cc2c1C is listed with 0.5

Bioassay records deposited in PubChem by several laboratories.
